# FBW7 activator = human FBW7 E3 ligase activation, primary screen. normalized activity (activation), % at 26.1 µM. Q969H0. AID 1259310. AlphaScreen FBW7–phospho-cyclin E peptide binding, activator screen. 650,000 compounds, 0.13% hits; in the data active = normalized activity above about 1.9%;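 also: purified mutant Fbw7 with reduced substrate affinity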
# MITF inh = inhibitors of human MITF. O75030. AlphaScreen MITF homodimerization, bead proximity signal. inhibition, % at 2.6 µM. 650,000 compounds, 0.91% hits; in the data active = inhibition above about 50%;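 also: 0% = vehicle wells with protein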
# Target sequence (O75030 whole entry, looked up): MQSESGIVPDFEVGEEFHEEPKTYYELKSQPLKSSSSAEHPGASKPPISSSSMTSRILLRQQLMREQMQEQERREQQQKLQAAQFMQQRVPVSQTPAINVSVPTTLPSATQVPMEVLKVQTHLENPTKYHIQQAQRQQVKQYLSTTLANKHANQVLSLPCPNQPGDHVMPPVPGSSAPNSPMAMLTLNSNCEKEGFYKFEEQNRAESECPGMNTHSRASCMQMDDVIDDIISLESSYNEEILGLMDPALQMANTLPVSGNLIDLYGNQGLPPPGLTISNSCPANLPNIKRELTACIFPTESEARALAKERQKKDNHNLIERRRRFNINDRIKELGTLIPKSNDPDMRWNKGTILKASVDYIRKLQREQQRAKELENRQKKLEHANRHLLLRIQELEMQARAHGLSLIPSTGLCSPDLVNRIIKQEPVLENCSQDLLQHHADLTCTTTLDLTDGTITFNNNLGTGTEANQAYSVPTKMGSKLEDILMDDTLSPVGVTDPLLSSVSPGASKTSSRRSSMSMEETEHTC
# TEAD-YAP inh = TEAD-YAP interaction inhibition; inhibition, % at 9.12 µM; 640,000 compounds, 1.4% hits; HEK-TIYL cells, TEAD-Gal4/YAP UAS-luciferase luminescence; in the data active = inhibition above about 32%;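 also: 0% = median of test compound wells and 100% = reference inhibitor wells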
# GPR151 ag = activators of human GPR151; Q8TDV0; PathHunter beta-arrestin GPR151 cells, luminescence; activation, % at 11.2 µM; 650,000 compounds, 1% hits; in the data active = activation above about 4.9%;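 also: 0% = median of compound wells and 100% = cells with positive control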
# Target sequence (Q8TDV0 whole entry, looked up): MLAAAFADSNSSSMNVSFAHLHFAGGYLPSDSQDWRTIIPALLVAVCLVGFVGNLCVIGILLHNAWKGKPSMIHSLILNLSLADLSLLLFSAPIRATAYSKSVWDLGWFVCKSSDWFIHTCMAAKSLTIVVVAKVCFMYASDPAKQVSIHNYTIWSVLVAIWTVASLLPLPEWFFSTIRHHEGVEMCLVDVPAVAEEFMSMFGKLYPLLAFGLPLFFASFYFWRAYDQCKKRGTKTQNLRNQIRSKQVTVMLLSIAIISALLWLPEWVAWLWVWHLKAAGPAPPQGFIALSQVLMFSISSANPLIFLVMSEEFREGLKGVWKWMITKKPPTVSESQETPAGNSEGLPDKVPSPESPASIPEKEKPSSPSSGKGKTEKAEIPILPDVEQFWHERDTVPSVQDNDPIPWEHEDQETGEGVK
# * = called active by the depositor; nt = not tested or not shown.
SMILES	FBW7 activator	MITF inh	TEAD-YAP inh	GPR151 ag
COC(=O)c1cccnc1Oc1cccc(C(F)(F)F)c1	0.7	4	1	-0.3
COc1ccc(C2C(C(=O)OCc3ccccc3)=C(C)Nc3ncnn32)cc1 (stereo not given)	0.0	-6	6	0.1
Cn1c(=O)c2c(nc(CN3CCC(Cc4ccccc4)CC3)n2CC(N)=O)n(C)c1=O	-0.1	4	10	-0.7
CSc1ccccc1C(=O)N1CCCC(N2CCC(CO)CC2)C1 (stereo not given)	0.0	3	-7	3.5
CC(C)c1ccc(C2/C(=C(/O)c3ccc(Cl)cc3)C(=O)C(=O)N2c2cccnc2)cc1 (stereo not given)	0.3	18	1	1.1
Cc1ccc(-n2nnnc2SC(C)C(N)=O)c(C)c1 (stereo not given)	0.3	8	3	-0.8
CSc1cccc(NC(=O)c2nnn(Cc3ccc(F)cc3)c2N)c1	-0.2	-4	1	0.7
CCOC(=O)c1c(NC(=O)c2ccc(S(=O)(=O)N3CCCC(C)C3)cc2)sc2c1CCN(CC)C2 (stereo not given)	0.0	-10	-9	-0.3
COc1ccc(CCn2c(SCC(=O)NCCc3ccccc3)nc3ccccc3c2=O)cc1OC	0.2	3	-8	1.0
CCCn1c(C)cn2c3c(=O)n(Cc4cccc(Cl)c4)c(=O)n(C)c3nc12	-0.6	-9	-5	0.8
O=S(=O)(Nc1ccc(Cc2ccc(NS(=O)(=O)c3ccccc3)cc2)cc1)c1ccccc1	-0.2	3	5	-0.5
CC(=O)N1CCN(c2ccc(NC(=O)c3ccc(Br)o3)cc2)CC1	-0.3	-5	-48	0.0
COc1ccc2c(c1)C(=O)N(c1ccccc1OC)C(=O)C2	0.5	16	2	1.6
COc1ccc(N(CC(=O)Nc2cc(Cl)cc(Cl)c2)S(C)(=O)=O)cc1OC	0.0	-16	1	0.6
COC(=O)COc1ccc(S(=O)(=O)Nc2ccc(NC(C)=O)cc2)cc1	-0.1	12	0	1.4
CC(C)c1ccc(NC(=O)C2C3C=CC4(O3)C2C(=O)N(CCC2=CCCCC2)C4C(=O)NC2CCCCC2C)cc1 (stereo not given)	-0.1	2	8	-0.2
CCOC(=O)c1sc(C)c2c1NC(c1ccccc1)NC2=O (stereo not given)	0.1	-6	-4	0.0
Cc1cc(C)n(C(=O)COc2ccccc2C)n1	0.3	9	13	-0.3
Clc1ccccc1Cn1nnc2c(N3CCOCC3)nc(C3CC3)nc21	-0.1	0	-4	1.0
O=C(c1ccc(F)cc1Cl)N1CCC(Oc2nc3c(F)cccc3s2)CC1	1.4	24	12	-0.4
NC(=O)C1CCN(C(=O)C2(NC(=O)Nc3cccc(F)c3)CCCCC2)CC1	0.4	14	6	-0.6
Cc1cc(C(O)(C(F)(F)F)C(F)(F)F)cc(C)c1O	0.2	6	11	-0.1
COc1ccc(S(=O)(=O)Nc2cc(Cl)c(C)c(Cl)c2O)cc1	0.1	10	6	-0.2
COc1ccc(C(=O)Oc2ccc3c(=O)c(-c4ccccc4Cl)coc3c2)cc1OC	0.0	18	6	0.4
COc1ccc(-c2nc3c(=O)n(C)c(=O)nc-3n(C)n2)cc1OC	-0.1	14	11	-2.4
CCN(CC)S(=O)(=O)c1cc(NC(=O)c2ccc(NC(N)=O)cc2)ccc1C	0.1	12	0	-0.6
Cc1ccccc1Nc1ncnc2c1c(-c1ccccc1)cn2-c1ccc(Br)cc1	0.0	-4	3	-0.3
O=C1C(=O)N(CCO)C(c2ccc(F)cc2)/C1=C(/O)c1ccc([N+](=O)[O-])cc1 (stereo not given)	0.0	0	5	-0.4
CCc1ccccc1-n1cnc2cc(C(=O)NC3CCCCCC3)ccc21	-0.2	-1	3	-0.4
CCNc1nc(NC(N)=S)nc(NC(C)(C)C)n1	-0.4	-10	-7	-1.4
O=C(O)C1Sc2c(sc(=O)n2Cc2ccccc2)C2c3ccccc3OC(=O)C12 (stereo not given)	0.3	13	-2	-1.1
CN1C2CCC1CC(N(CCc1c[nH]c3ccccc13)C(=O)c1ccc(F)cc1)C2 (stereo not given)	-0.1	-6	-1	1.4
COc1ccc(C(=O)NCCCN2CCCC2=O)cc1[N+](=O)[O-]	0.9	21	5	0.0
CCc1nnc(SC(CC)C(=O)N2CCOCC2)c2cc3oc(C)cc3n12 (stereo not given)	0.1	13	0	-1.0
CC(C)c1ccc(NC(=O)C(c2ccccc2)N(Cc2ccccc2)Cc2ccccc2)cc1 (stereo not given)	0.1	-5	16	1.1
O=c1ccccn1CCOc1ccccc1Cl	-0.2	-11	-41	0.0
CCC(C(=O)Nc1ccc(F)c(F)c1)c1ccccc1 (stereo not given)	-0.1	-5	1	0.4
CCc1ccc(NCc2nc(-c3ccccc3)no2)cc1	-0.1	-3	-6	2.7
COc1cccc(N2C(=S)NC3c4cc(Cl)ccc4OC2(C)C3C(=O)N(C)C)c1 (stereo not given)	0.0	43	6	0.8
O=C(NCCCS(=O)(=O)N1CCN(c2ccccn2)CC1)c1cccs1	0.2	1	20	0.7
Cc1noc(C)c1-c1cccc(C(=O)NCCO)c1	0.0	-1	-9	1.8
Cn1c(NC(=O)c2ccccc2Br)cc(=O)n(C)c1=O	-0.2	-1	-3	2.6
COc1ccc(CNC(=O)c2cn3ccsc3n2)cc1OC	-0.7	8	-9	0.6
CC(=O)N1c2ccc([N+](=O)[O-])cc2NC(=O)CC1C (stereo not given)	0.0	-7	-1	0.7
O=S(=O)(c1ccc(Cl)cc1)N1CCN=C1SCc1ccccc1F	0.3	-7	-6	0.7
C/C(=N\Nc1ccc(Cl)nn1)c1ccccc1O	-1.1	61*	-16	0.6
COc1cccc(C(=O)Cn2c(N3CCCCC3)nc3c2c(=O)n(C)c(=O)n3C)c1	0.4	12	-8	-0.9
O=C(Nc1ccccc1F)c1ccc(S(=O)(=O)N2CCCC2)cc1	0.0	1	-8	0.0
O=C(O)c1cc2ccc(O)cc2oc1=O	-0.1	14	-7	-2.9
O=C1[C@@H]2CCCN2C(=O)[C@H]2CN(Cc3cnn(-c4ccc(F)cc4)c3)CCN12	1.0	14	7	-1.0
COC(=O)C1=C(C(=O)OC)SC2(S1)C(C(=O)OC)=C(C(=O)OC)SC1=C2c2ccccc2N(C(=O)c2cccs2)C1(C)C	0.6	24	-5	-0.4
COC(=O)C1=C(C)NC2=C(C(=O)CC(c3ccccc3)C2)C1c1cc2c(cc1Cl)OCO2 (stereo not given)	0.4	4	19	0.1
CC(=O)Oc1cccc(N2C(=O)c3ccc(C(=O)NCc4ccc(C(=O)O)cc4)cc3C2=O)c1	-0.7	0	4	0.8
CSC1=NC(=Nc2cccc(C(F)(F)F)c2)C2(CCCCC2)N1c1ccccc1Cl	-0.2	1	0	-0.3
CC(=O)C1C(=O)CC(C)(O)C(C(C)=O)C1c1ccccc1 (stereo not given)	-0.3	10	2	0.7
COc1cccc(NC(=O)Nc2c(C)n(-c3ccccc3)c(=O)n2C)c1	0.0	-3	-2	-0.9

# Shown with each value named: part of the list above
Cc1ccccc1Nc1ncnc2c1c(-c1ccccc1)cn2-c1ccc(Br)cc1
  FBW7 activator: 0.0
  MITF inh: -4
  TEAD-YAP inh: 3
  GPR151 ag: -0.3

O=C1C(=O)N(CCO)C(c2ccc(F)cc2)/C1=C(/O)c1ccc([N+](=O)[O-])cc1 (stereo not given)
  FBW7 activator: 0.0
  MITF inh: 0
  TEAD-YAP inh: 5
  GPR151 ag: -0.4

CCc1ccccc1-n1cnc2cc(C(=O)NC3CCCCCC3)ccc21
  FBW7 activator: -0.2
  MITF inh: -1
  TEAD-YAP inh: 3
  GPR151 ag: -0.4

CCNc1nc(NC(N)=S)nc(NC(C)(C)C)n1
  FBW7 activator: -0.4
  MITF inh: -10
  TEAD-YAP inh: -7
  GPR151 ag: -1.4

# Further entries
# Below each compound: FBW7 activator | MITF inh | TEAD-YAP inh | GPR151 ag
- CC1CCCCN1S(=O)(=O)c1cc2c3c(c1)CC(=O)N3CCC2 (stereo not given)
    0.3 | 6 | -6 | 0.0
- COc1ccc(N2CCN(c3ccc([N+](=O)[O-])nc3)CC2)cc1
    0.0 | 4 | -27 | -0.7
- O=C(c1sc2ccccc2c1Cl)N1N=CCC1(O)C(F)(F)F (stereo not given)
    -0.4 | -3 | -8 | -0.3
- COc1ccc(C2=NN(S(=O)(=O)c3ccccc3)C(c3cccc([N+](=O)[O-])c3)C2)cc1 (stereo not given)
    0.0 | 16 | -4 | -1.7
- N#Cc1c(-c2ccccc2)cc(-c2ccccc2)nc1SCC(=O)N1c2ccccc2Sc2ccc(Cl)cc21
    0.4 | -12 | 4 | 0.6
- O=C(N/N=C/c1ccncc1)c1ccc([N+](=O)[O-])cc1
    0.2 | 8 | 0 | 0.5
- O=C(Nc1cccc([N+](=O)[O-])c1)c1ccccc1
    -0.1 | 1 | 5 | -1.0
- CCOC(=O)C1=CN(Cc2ccc(Cl)cc2)C=C(C(=O)OCC)C1c1ccccc1OCC
    -0.2 | -3 | 17 | -1.0
- COC(=O)CSc1nnc(-c2ccc(NS(C)(=O)=O)cc2)n1-c1ccccc1OC
    -0.2 | -2 | -1 | -0.3
- CC(=O)Nc1ccc(OCC(=O)Nc2cccc(C(C)=O)c2)cc1
    0.1 | -5 | 5 | 0.4
- CC(C)C(=O)NCCn1cc(C(=O)NC2CCCC2)nn1
    0.5 | 30 | -5 | -0.2
- CCc1nnc(NC(=O)CSc2nccn2C)s1
    0.0 | 12 | 5 | -0.9
- C/C(=N/NC(=O)/C(=C/c1ccccc1)NC(=O)c1ccccc1)c1ccc(C)o1
    0.1 | 13 | -5 | -1.6
- Cc1ccc(NC(=O)/C=C/c2ccc3c(c2)OCO3)c(C)c1
    0.1 | 11 | -10 | -0.6
- Oc1ccc(CCNc2nc(NCc3ccc4c(c3)OCO4)nc3c2ncn3-c2ccsc2)cc1
    -0.1 | 15 | -3 | -0.5
- Cc1nc(N2CCOCC2)sc1C(=S)Nc1ccc(Cl)cc1
    0.4 | 15 | -1 | 0.6
- COc1ccc(-c2ccc(SCC(=O)N(C)C)nn2)cc1
    -0.1 | 10 | -17 | -0.4
- CCOC(=O)C(C)NC(=O)c1cccc2c1SCCC2=O (stereo not given)
    0.0 | 13 | 5 | -1.6
- CCc1ccc(C(c2c(C)[nH][nH]c2=O)C(C#N)C#N)cc1 (stereo not given)
    -0.1 | 3 | 0 | 0.0
- Cc1ccc([N+](=O)[O-])c(OCCSc2nnc3cc(C)c4ccccc4n23)c1
    0.0 | 12 | 1 | 0.2
- Cc1cc(C)cc(N(CC(=O)N2CCC(C(N)=O)CC2)S(C)(=O)=O)c1
    0.0 | 3 | 3 | 2.1
- COc1ccc(CN(C)CC(=O)N(C)c2c(N)n(Cc3ccccc3)c(=O)[nH]c2=O)cc1
    0.0 | 5 | -6 | 0.9
- CCCOc1ccc(C2C(=O)N(C3CCC(C)CC3)CC(=O)N2CCc2ccccc2)cc1OC (stereo not given)
    -0.2 | -5 | -9 | -0.6
- CCc1cccc(NC(=O)Cn2cc(-c3ccc(OC)cc3)c(N3CCOCC3)n2)c1
    -0.4 | 2 | 3 | -0.2
- COc1ccc(OC)c(-n2c(=S)[nH]c3cc(C(=O)Nc4ccc5c(c4)CCC5)ccc3c2=O)c1
    -0.1 | -12 | -7 | -0.8
- Cc1ccc(C(=O)N[C@H](C(=O)OC(C)C(=O)NCc2ccc3c(c2)OCO3)C(C)C)cc1 (stereo not given in full)
    -0.1 | -9 | 3 | 1.9
- Cc1ccccc1NC(=O)CSc1nnc2ncccn12
    0.3 | 3 | 0 | -0.8
- COCC(C)NC(=O)c1cccc(NC(=O)c2ccccc2)c1 (stereo not given)
    0.0 | 12 | 8 | -1.0
- COc1ccc(C(=O)NCC(c2ccc3c(c2)CCCN3C)N2CCCC2)cc1 (stereo not given)
    -0.1 | -1 | 7 | 0.5
- O=C(Oc1ccc([N+](=O)[O-])cc1)c1cccc(S(=O)(=O)N2CCCCC2)c1
    0.0 | 18 | -7 | 1.8
- CC(C)Cc1ccc(S(=O)(=O)Nc2ccc3[nH]c(=O)[nH]c3c2)cc1
    -0.1 | -2 | 6 | 0.7
- CC(C)n1cnc2c(Nc3ccccc3)nc(NC3CCN(Cc4ccccc4)CC3)nc21
    0.1 | 11 | -38 | -2.5
- CCCCCC/C=C\CCCCCCCCCCOC(C)=O
    nt | -6 | nt | 0.0
- COc1ccc(S(=O)(=O)N(C)CC(=O)N2CCCCCC2)cc1C
    0.1 | 7 | 3 | 0.5
- Nc1ccc(S(=O)C(F)(F)F)cc1 (stereo not given)
    -0.3 | 6 | -5 | -0.7
- CC(=O)N1CCC(C(=O)N(C)C(c2ccccc2)c2ncccc2C)CC1 (stereo not given)
    -0.2 | 19 | 12 | 0.3
- CCC(=O)NC(C)C(c1cccs1)N1CCN(c2ccc(OC)cc2)CC1 (stereo not given)
    0.1 | 8 | -2 | 0.7
- COc1cc(/C=C2\N=C(c3cccc([N+](=O)[O-])c3)OC2=O)cc(Br)c1OC(C)=O
    0.0 | -15 | -1 | -0.3
- Cc1cc(Oc2ccc(=O)n(C)n2)nc(N)n1
    -0.5 | -3 | -3 | 0.3
- COc1ccccc1OCC(=O)N1CCC2(CC1)OCc1cc(Br)ccc1O2
    0.0 | -8 | 7 | 0.5
- COc1ccc(-c2noc(CC(=O)N3CCCc4ccccc43)n2)cc1
    0.1 | 4 | 11 | 0.1
